# Mdm2-MdmX inh: inhibitors of human Mdm2-MdmX association, primary screen, cell-based, luminescence, split luciferase, SaOS-2, uHTS; hit rate 3% among 330,000; Protein Mdm4 (Homo sapiens) + E3 ubiquitin-protein ligase Mdm2 (Homo sapiens), …; inhibition, % at 8 µM; SaOS-2 split-luciferase Mdm2/MdmX complementation;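 active means inhibition of at least 50% at 8 µM in the primary screen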
# Target sequence (O15151 whole entry, looked up): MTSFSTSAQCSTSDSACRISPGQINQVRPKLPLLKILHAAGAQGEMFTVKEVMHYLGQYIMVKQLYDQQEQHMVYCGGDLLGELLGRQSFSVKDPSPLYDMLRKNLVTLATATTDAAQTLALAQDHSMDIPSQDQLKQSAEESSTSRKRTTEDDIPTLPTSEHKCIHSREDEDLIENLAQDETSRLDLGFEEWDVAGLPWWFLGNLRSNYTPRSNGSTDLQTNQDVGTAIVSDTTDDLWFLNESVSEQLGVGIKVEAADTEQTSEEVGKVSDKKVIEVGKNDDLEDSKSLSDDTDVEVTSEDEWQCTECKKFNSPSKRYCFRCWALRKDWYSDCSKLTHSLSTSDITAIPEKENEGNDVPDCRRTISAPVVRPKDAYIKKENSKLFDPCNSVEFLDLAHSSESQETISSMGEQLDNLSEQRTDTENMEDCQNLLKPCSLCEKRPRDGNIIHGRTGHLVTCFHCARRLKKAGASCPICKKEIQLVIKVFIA
# Target sequence (Q00987 whole entry, looked up): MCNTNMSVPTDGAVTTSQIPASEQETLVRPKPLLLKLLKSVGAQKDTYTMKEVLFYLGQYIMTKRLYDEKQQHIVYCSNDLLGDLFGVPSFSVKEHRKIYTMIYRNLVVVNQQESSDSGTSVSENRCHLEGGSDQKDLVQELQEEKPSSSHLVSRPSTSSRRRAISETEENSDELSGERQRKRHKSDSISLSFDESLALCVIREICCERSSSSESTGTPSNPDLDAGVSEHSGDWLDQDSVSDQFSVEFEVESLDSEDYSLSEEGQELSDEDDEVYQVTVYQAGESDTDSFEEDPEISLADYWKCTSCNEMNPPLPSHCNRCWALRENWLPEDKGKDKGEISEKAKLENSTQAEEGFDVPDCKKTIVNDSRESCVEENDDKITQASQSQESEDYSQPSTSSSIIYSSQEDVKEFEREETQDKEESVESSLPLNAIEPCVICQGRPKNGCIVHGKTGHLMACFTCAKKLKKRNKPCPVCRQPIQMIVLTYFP
# tim23-1 inh: growth inhibitors of tim23-1 mutant yeast, primary screen, luminescence, uHTS. inhibition, % at 20 µM. hit rate 1.3% among 330,000. AID 463212, 2010. S. cerevisiae tim23-1 growth, BacTiter-Glo luminescence, 24 h;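 active means growth inhibition of the mutant yeast at or above 50%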;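 further: temperature-sensitive mutant grown at 25 °C; plate controls were DMSO-treated mutant yeast for no effect and medium wells lacking yeast for full effect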
# XBP1 UPR activ: activators of adaptive XBP1 UPR arm, primary screen, cell-based, CHO-XBP1 luciferase reporter, luminescence, uHTS; hit rate 0.33% among 330,000; activation, % at 20 µM; IRE1-XBP1 UPR activation; percent of tunicamycin response, DMSO as zero; AID 463104, 2010;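 active means versus positive control, 20 µM dose yields 30% or more activation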;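 further: 100% = tunicamycin at 10 µg/mL and 0% = DMSO only wells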
#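 Signal: luciferase luminescence; Assay system: CHO-XBP1 luciferase reporter cells; Amount: one thousand reporter cells per well; Dosing: 20 µM single concentration, DMSO 1%; Benchmarks: high control tunicamycin 10 µg/mL final, low control DMSO vehicle only; Schedule: 6 h compound exposure at 37 °C, 5% CO2; Evaluation: percent activation relative to tunicamycin reference.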
# TIM10 inh: growth inhibitors of isogenic TIM10 control yeast, primary screen, counter-screen for tim10-1 yeast inhibitor project, luminescence, uHTS; S. cerevisiae TIM10 strain growth, BacTiter-Glo luminescence, 24 h; inhibition, % at 10 µM; hit rate 1.4% among 330,000; AID 463195, 2010;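 active means inhibition of 40% or more at the single tested concentration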;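 further: wild-type TIM10 isogenic control strain grown at permissive 25 °C; 0% = DMSO yeast wells and 100% = minimal medium wells without yeast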
# Jurkat NFkB inh: inhibitors of induced NF-kB luciferase reporter, primary screen, TCR NF-kB activation inhibitor project, cell-based, luminescence, uHTS | Jurkat, PMA/ionomycin-induced NF-kB luciferase reporter | inhibition, % at 4 µM | hit rate 0.53% among 330,000; in the data active means inhibition above about 50%
# tim10-1 inh: growth inhibitors of tim10-1 mutant yeast, primary screen, luminescence, uHTS | S. cerevisiae tim10-1 ts strain growth, BacTiter-Glo, 24 h | AID 463190, 2010 | hit rate 2.2% among 330,000 | inhibition, % at 20 µM;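 active means inhibition of at least 40%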;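 further: mutant grown at 25 °C; 0% = DMSO wells with yeast and 100% = wells holding no yeast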
# 697 NFkB inh: inhibitors of PMA/ionomycin-induced NF-kB reporter, 697 cells, primary screen, B-cell NF-kB inhibitor project, cell-based, luminescence, uHTS; AID 435022, 2010; 697 B-cell NF-kB luciferase reporter, 16 h; inhibition, % at 4 µM; hit rate 0.33% among 330,000; in the data active means inhibition above about 35%
# UPR CHOP act: activators of apoptotic CHOP UPR arm, primary screen, cell-based, CHO-CHOP luciferase reporter, luminescence, uHTS; UPR activation; percent of tunicamycin response over DMSO baseline; activation, % at 10 µM; hit rate 0.34% among 330,000; AID 449763, 2010;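 active means at 10 µM dose, activation of 40% or more, normalized to positive control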;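 further: 100% = tunicamycin at 10 µg/mL and 0% = DMSO alone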
#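 Dosing – one dose, 10 µM in 0.5% DMSO · System – CHO-CHOP cells, stable luciferase reporter of PERK-eIF2a-CHOP signalling · Input – 500 cells/well · Control set – tunicamycin 10 µg/mL final as positive, DMSO-only wells as negative · Timing – 6 h compound treatment, 37 °C · Measure – % activation vs tunicamycin · Technique – luminescence read with Steady-Glo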
# The depositor's hits bear a star.
SMILES,Mdm2-MdmX inh,tim23-1 inh,XBP1 UPR activ,TIM10 inh,Jurkat NFkB inh,tim10-1 inh,697 NFkB inh,UPR CHOP act
CN(C)c1nc(Oc2ccc(/C=N/O)cc2)nc(N(C)C)n1,23,38,5,27,12,22,22,-1.3
CCN(CC)C(=O)C12C(=O)Oc3ccccc3C1C2(C)C(=O)c1ccc(F)cc1 (stereo unspecified),-16,20,-1,31,7,16,13,-0.7
O=C(NCCc1ccccc1)c1ccncc1,-32,2,6,-5,-31,18,-44,6.1
CCCC1=Nc2cc(C(=O)NCCCOC(C)C)ccc2Sc2ccccc21,50*,15,9,26,46,27,-90,-0.5
Nc1cc(-c2cccc(Br)c2)nn1Cc1ccccc1,-2,34,-1,18,-2,46*,-23,5.6
COc1ccc(CCNC(=O)c2nnn(-c3ccc4c(c3)OCCO4)c2N)cc1OC,80*,5,-3,16,31,22,-37,-4.4
COc1ccc2ccccc2c1/C=N/NC(=O)c1ccc([N+](=O)[O-])cc1,8,-5,8,-9,-4,-16,16,2.5
O=C(CSc1ncn[nH]1)NCCc1ccc(Cl)cc1Cl,-18,10,0,5,1,7,-23,0.8
CC(C(=O)NCc1ccco1)n1cc(C(=O)c2ccco2)c2ccccc21 (stereo unspecified),17,1,-7,11,20,4,11,-0.4
CCN1CCSc2ccc(C(=O)NCc3ccccc3F)cc21,-22,35,4,3,-7,37,-17,-1.3
C/C(=C1\SC(N2CCOCC2)=NC1=O)c1ccc(C)cc1,-4,10,2,4,6,20,0,0.9
N#Cc1cccc(NC(=O)COC(=O)c2ccccc2Sc2ccccc2C#N)c1,8,0,-2,-8,-2,16,9,-1.7
COc1ccccc1OCC(=O)N(Cc1nc(-c2ccc(Cl)cc2)no1)C(C)C,-8,23,-2,4,24,9,-4,0.8
CN(C)CC#CCCCCCCC#CCN(C)C,11,-19,-2,-12,-10,-2,1,1.9
O=C(/C=C/c1cccc([N+](=O)[O-])c1)N1CCN(c2ccc(F)cc2)CC1,-12,13,-1,15,18,13,6,1.4
CCCCCCSc1nsc(NC(=O)CCC)n1,-20,19,2,31,-24,5,-31,4.4
CCCc1cc(=O)n2[nH]c(C)c(-c3ccc(OC)cc3)c2n1,-8,17,-3,11,-21,-7,-46,-0.1
CCn1c(SCC(=O)Nc2ccccc2N2CCOCC2)nnc1-c1ccccc1O,20,24,0,9,-9,21,18,0.3
COc1ccc(OC)c(CCNC(=O)c2sc3nc4n(c(=O)c3c2C)CCC4)c1,-12,18,-1,-2,3,16,7,-1.9
C=CC[C@H]1CC(Cc2ccccc2)=C[C@H](CC=C)N1,16,-2,-1,7,7,6,-3,-0.8
Cc1ccc(S(=O)(=O)NC(=O)c2ccc(Br)o2)c(C)c1,-16,-10,1,-6,-5,-4,29,-2.4
COc1ccc(CNC(=O)[C@H](C)NC(=O)C2CCN(C(=O)[C@@H](N)CCSC)CC2)cc1,25,-7,1,-3,-4,-26,-6,-1.0
CC(NC(=O)CN(c1ccc(F)cc1)S(C)(=O)=O)c1ccccc1 (stereo unspecified),-3,12,-3,-3,5,8,-2,0.8
Cc1ccc(S(=O)(=O)N2CCN(C(=O)N(c3ccccc3)c3ccccc3)CC2)cc1,13,14,-5,2,9,-12,12,-1.7
COc1ccccc1NC(=O)N(Cc1cccs1)Cc1cc2cc3c(cc2[nH]c1=O)OCO3,21,9,0,12,25,7,-10,3.7

# The closing two records of the section before open the next one.
SMILES,Mdm2-MdmX inh,tim23-1 inh,XBP1 UPR activ,TIM10 inh,Jurkat NFkB inh,tim10-1 inh,697 NFkB inh,UPR CHOP act
Cc1ccc(S(=O)(=O)N2CCN(C(=O)N(c3ccccc3)c3ccccc3)CC2)cc1,13,14,-5,2,9,-12,12,-1.7
COc1ccccc1NC(=O)N(Cc1cccs1)Cc1cc2cc3c(cc2[nH]c1=O)OCO3,21,9,0,12,25,7,-10,3.7
O=C(CSc1nnc(NC(=O)C2CCCCC2)s1)NCc1ccco1,0,5,-1,-11,-1,16,2,-0.7
O=C(Cn1ncc2c(=O)oc3ccccc3c21)N(Cc1ccco1)C1CCCCC1,-6,33,-2,8,10,22,2,1.9
COc1cccc(C(=O)C(C#N)=C(SC)SC)c1,34,60*,-4,38,11,14,-18,119*
COc1cccc(NC(=S)N(CCN2CCCCC2)Cc2ccco2)c1,-13,10,-3,12,3,5,9,-0.1
COC(=O)c1c(C)[nH]c(C(=O)NCCc2ccc(S(N)(=O)=O)cc2)c1C,-13,4,-2,8,6,-17,25,-1.0
O=C(NC1CCCCCC1)C1c2ccccc2C(=O)N1C1CC1 (stereo unspecified),-7,8,-2,8,4,3,6,-0.6
CSc1cccc(CNC(=O)CC2C(=O)NCCN2CC(C)(C)C)c1 (stereo unspecified),-8,26,-3,-3,-20,30,-21,1.6
CCCNC(=O)COC(=O)c1c2c(nc3ccccc13)CCC2,13,-1,0,-5,6,-7,15,0.8
CCOC(=O)C1CCN(C(=O)c2cccc(S(=O)(=O)NCc3ccccc3)c2)CC1,17,14,-2,10,-3,11,4,0.8
COCCN(C(=O)CSCC(=O)Nc1cccc(C)c1)c1c(N)n(Cc2ccccc2)c(=O)[nH]c1=O,-6,1,0,-2,12,-4,12,-0.2
CCN1C(=O)c2ccc(C(=O)O)cc2C1=O,12,8,-2,-2,5,7,9,-0.6
CC(O)C(NC=C1C(=O)OC(C)(C)OC1=O)C(=O)O (stereo unspecified),27,9,-3,-11,-2,11,1,0.3
O=C(NCc1ccccc1)C1C(=O)N(Cc2ccccc2)C(=O)C1C1(O)CCCC1 (stereo unspecified),13,13,-3,29,-9,25,-8,-2.2
Cc1ccc(C(=O)NCCc2nnc3ccc(SCC(=O)Nc4ccc(C)cc4C)nn23)cc1,-4,4,1,19,-5,9,-35,0.0
O=[N+]([O-])c1cc2c(cc1CN1CCN(c3ccc(F)cc3)CC1)OCO2,24,32,-5,5,6,22,17,1.0
Cc1cc(C)cc(NC(=S)N2CCN(S(=O)(=O)c3ccccc3)CC2)c1,17,8,-3,-1,0,11,-1,0.4
N#C/C(=C\Nc1ccc(Cl)cn1)S(=O)(=O)c1ccccn1,28,11,3,16,-1,3,-7,1.6
O=C1NC[C@H](c2ccccc2)N(CCC23CC4CC(CC(C4)C2)C3)C1=O,-6,26,5,13,10,20,-2,-0.5
COc1ccc(-c2cn(-c3ccc(C)cc3C)c(=S)[nH]2)cc1OC,-21,25,3,20,-15,37,15,1.1
CC(C)CN(C#N)c1nc(N2CCOCC2)nc(N2CCOCC2)n1,51*,17,-1,22,-8,8,19,-1.5
S=c1[nH]nc(-c2cccs2)n1/N=C/c1c(Cl)cccc1Cl,-4,18,-5,13,-13,16,4,-1.8
COC(=O)[C@H](C)NC(=O)NCc1ccccc1,2,11,-3,14,-3,9,2,1.2
O/N=C/c1ccccc1OCc1ccccc1F,15,31,-2,-3,-8,3,1,0.7
COC(=O)c1c(NC(=O)c2nn(C)cc2Cl)sc2c1CCCC2,4,44,6,32,8,50*,21,-1.5
CC1SCC(NC(=O)c2ccccc2Cl)CS1 (stereo unspecified),-22,18,5,16,-29,19,-36,1.9

# Further compounds follow.
SMILES,Mdm2-MdmX inh,tim23-1 inh,XBP1 UPR activ,TIM10 inh,Jurkat NFkB inh,tim10-1 inh,697 NFkB inh,UPR CHOP act
O=C(Cn1nnc2c(cnn2-c2ccccc2)c1=O)N1CCN(c2ccccc2F)CC1,13,0,-2,-4,2,18,-32,-0.4
Cc1ccc(N2C(=O)CC(NNc3nc4ccccc4s3)C2=O)cc1 (stereo unspecified),2,5,8,6,15,-8,19,0.4
Cc1ccc(NC(=O)c2csnn2)c(C)c1,16,4,0,-1,-9,5,4,0.3
COc1ccc(Nc2nc(-c3ccccc3)nc3ccccc23)cc1S(=O)(=O)N1CCOCC1,79*,18,15,27,21,28,22,4.8
CCN(CC(=O)Nc1ccccc1Br)C1CCCCC1,-14,14,1,-2,-9,-4,16,0.9
O=C(COc1ccc2ccc(=O)oc2c1)Nc1cccnc1,12,-7,-3,9,13,-4,-4,5.6
CCc1ccc(NC(=O)c2ccc(F)c(S(=O)(=O)NCC3COc4ccccc4O3)c2)cc1 (stereo unspecified),56*,16,2,36,9,25,-36,3.0
c1ccc(C2=NNC(=NCc3ccc4c(c3)OCO4)SC2)cc1,-44,30,0,15,-27,9,-23,5.7
O=C(NC1CCCCC1)N1CCCCCC1,1,3,-4,5,-16,-2,16,-2.9
CCC(=O)N1CCN(c2nc(CC)nc3sc4c(c23)CCCC4)CC1,19,-15,-3,-18,-3,-42,-16,1.4
O=[N+]([O-])c1nn(-c2ccc3c(c2)OCCO3)n(O)c1=NCCC1=CCCCC1,-26,26,1,17,-61,37,-92,2.0
CS(=O)(=O)c1nc(S(=O)(=O)c2ccc(Cl)cc2)c(N2CCC(C(N)=O)CC2)s1,27,8,-5,2,11,-1,4,-1.7
Cc1cc(C(=O)CSc2ncn[nH]2)c(C)n1-c1cccc(S(=O)(=O)N2CCOCC2)c1,0,12,0,-9,3,-1,2,7.5
COc1ccc(OC)c(NC(=O)Nc2cc(NC(=O)Nc3cc(OC)ccc3OC)c(C)nc2C)c1,6,-4,-1,2,-4,13,-4,1.0
O=C(CN1C(=O)NC2(CCOc3ccccc32)C1=O)NCc1ccc(F)cc1 (stereo unspecified),18,2,3,-5,8,3,12,0.7
Nc1c(C(=O)O)sc2nc(-c3ccccc3)cc(-c3ccc(F)cc3)c12,18,23,-1,13,-5,31,2,1.1
O=C(c1ccccc1)c1cccn1CC(=O)N1CCCCCC1,20,17,-1,20,-1,23,11,-5.2
O=C(COc1ccccc1Cl)NCc1ccccc1,-38,25,-1,5,-42,18,-75,5.1
CC(=O)c1cccc(CN2CCN(C3CCCCC3)C(CCO)C2)c1 (stereo unspecified),7,-3,-1,-8,-9,-8,19,-1.3
CSCCOC(=O)COc1ccc(/C=N/NC(=O)c2nn(C)cc2Cl)cc1,24,18,-2,10,-4,21,-7,0.2
Cc1ccc(OCc2nnc(SCC(=O)Nc3ccc4c(c3)OCCO4)n2Cc2ccco2)cc1,18,26,-2,18,20,16,5,-4.4
Cc1occc1C(=O)NCc1ccc2c(c1)OCO2,25,12,-1,4,-1,12,1,-1.9
COC1CCCN(C(=O)c2cccc(OC3CCN(S(C)(=O)=O)CC3)c2)C1 (stereo unspecified),4,0,-6,-1,5,-2,9,0.7
O=[N+]([O-])c1cc([N+](=O)[O-])c(Oc2c(F)cc(F)cc2F)cc1NN1CCCCC1,12,9,4,1,7,0,1,1.3
COC(C[C@H]1O[C@H]1[C@@H](O)[C@@H](C)OCc1ccccc1)OC,26,-10,-3,-4,-5,-8,16,0.2

# Structures from the list above that have a cyano group, in the order listed:
SMILES,Mdm2-MdmX inh,tim23-1 inh,XBP1 UPR activ,TIM10 inh,Jurkat NFkB inh,tim10-1 inh,697 NFkB inh,UPR CHOP act
N#Cc1cccc(NC(=O)COC(=O)c2ccccc2Sc2ccccc2C#N)c1,8,0,-2,-8,-2,16,9,-1.7
COc1cccc(C(=O)C(C#N)=C(SC)SC)c1,34,60*,-4,38,11,14,-18,119*
N#C/C(=C\Nc1ccc(Cl)cn1)S(=O)(=O)c1ccccn1,28,11,3,16,-1,3,-7,1.6
CC(C)CN(C#N)c1nc(N2CCOCC2)nc(N2CCOCC2)n1,51*,17,-1,22,-8,8,19,-1.5

# Assay outcomes: PubChem, Sanford-Burnham Center for Chemical Genomics
